4-MU autofl: 4-MU region autofluorescence; 59,000 compounds, 11% hits; max dye-equivalent concentration, M; compound autofluorescence, 340/450 nm, 4-MU equivalents; hits give high values; in the data active means max dye-equivalent concentration above about 10 nM; inconclusive means mostly about 1.1 nM to 9.6 nM
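Compounds in 100 mM Tris, pH 8.0, incubated 15 min at room temperature, then fluorescence read at 340 nm excitation/450 nm emission. Signal converted to 4-MU dye-equivalent concentration using an on-plate six-point 4-MU standard curve.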
A350 fluor: compounds fluorescent in Alexa 350 spectral region | Compound autofluorescence, 340/450 nm, Alexa 350 dye-equivalents; hits give high values | AID 590 | max dye-equivalent concentration, M | 59,000 compounds, 11% hits; in the data active means max dye-equivalent concentration above about 10 nM; inconclusive means mostly about 1.1 nM to 9.6 nM
USP2a inhib: inhibitors of human ubiquitin-specific protease USP2a | USP2a enzymatic assay, qHTS inhibition | Potency, µM (series often up to 38.3 µM), without a hit: top-dose activity change, negative = inhibition, actives largely listed as inhibitors | 60,000 compounds, 0.1% hits;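 further: potency means the concentration at half of the fitted maximal effect; nearly all actives have a fitted effect of over 60% in size; plate controls were DMSO for no effect and NEM full inhibition control for full effect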
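Coupled readout: USP2-cleaved Ub-PLA2 (20nM final) turns over NBD C6-HPC (20uM final), Ex 460nm/Em 535nm after 2.5 h, time-zero read flagging artifacts. Enzyme (20nM final, pH 8.0 Tris) given 30 min RT with compound first; NEM defines full inhibition.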
BRCT inh green: inhibitors of human BRCA1 BRCT-phosphoprotein interaction (green fluorophore). P38398. BRCA1 BRCT-phosphopeptide binding, green fluorescence polarization. Potency, µM (doses to about 76.9 µM), inactives show at the highest dose activity change, negative = inhibition, usual class: inhibitors. 75,000 compounds, 0.05% hits;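 further: potency means the concentration at half of the fitted maximal effect; plate controls were peptide without protein for full effect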
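Fluorescence polarization: His-tagged BRCT (~35 kDa BRCA1 C-terminus, 250 nM) bound to 100 nM fluorescein-labeled phosphorylated 10-aa BACH1 peptide, pH 7.3 phosphate buffer with DTT and Tween 20. Compounds incubated 12 min at room temperature; inhibition read as lowered polarization.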
BRCT PPI red: BRCT-phosphoprotein interaction inhibition (red fluorophore). P38398. BRCT-phosphopeptide binding, red fluorescence polarization. Potency, µM (doses to about 76.9 µM), for inactives: at the highest dose activity change, negative = inhibition, hits mostly inhibitors. 75,000 compounds, 0.03% hits. AID 892; further: on the % scale 0 is the no-effect control and ±100 the full control effect
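Rhodamine-labelled pBACH1 10-mer (100 nM) bound to BRCT domain (100 nM) at pH 7.3; compounds incubated 12 min room temperature, polarization read. Free peptide defines full inhibition; unlabelled decapeptide titrated as control.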
Fluorescein autfl: compound autofluorescence in fluorescein spectral region; Compound autofluorescence, 480/540 nm, fluorescein-equivalent; hits give high values; max fluorescein-equivalent concentration, M; 59,000 compounds, 0.91% hits; AID 593; in the data active means max fluorescein-equivalent concentration above about 10 nM; inconclusive means between about 1.1 nM and that limit
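Autofluorescence profiling; 100 mM Tris, pH 8.0; incubation 15 min at RT; ex/em 480/540 nm; result as fluorescein-equivalent concentration.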
HEK293 cAMP cs: parental HEK293 cAMP activation (counter-screen); 73,000 compounds, 2.5% hits; Potency, µM (top dose mostly 57.1 µM), without a hit: at the top dose activation, hits mostly activators; parental HEK293 CNG cAMP sensor, membrane potential fluorescence; AID 938; further: potency means the concentration at half of the fitted maximal effect; % of control where 0% means no effect; nearly all actives have a fitted effect of over 55% in size
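Counterscreen for endogenous-receptor signalling: CNG-channel HEK 293 cells report cAMP rise by membrane depolarization. After 60 min dye equilibration with 100 uM RO 20-1724, compounds incubated 30 min before bottom-read fluorescence at 590 nm.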
Caspase-1 inhib: caspase-1 (human) inhibition, allosteric or competitive; 75,000 compounds, 0.03% hits; Potency, µM (doses to about 57.5 µM), without a hit: at the highest dose activity change, negative = inhibition, usual class: inhibitors; P29466; Caspase-1 enzyme, Ac-WEHD-AFC fluorogenic rate;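 further: potency means the concentration at half of the fitted maximal effect; plate controls were vehicle for no effect and no substrate for full effect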
Texas Red fluor: Texas Red region autofluorescence | Compound fluorescence, Texas Red channel, 547/618 nm; hits give high values | 59,000 compounds, 0.06% hits | max dye-equivalent concentration, M; in the data active means max dye-equivalent concentration above about 10 nM; inconclusive means between about 1.1 nM and that limit
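Pin-transferred compounds and Texas Red standards go into 100 mM Tris buffer, pH 8.0. After 15 min at room temperature, plates are imaged with 547/618 nm filters. Each value is a dye-equivalent concentration derived from the per-plate dye curve.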
Rhodamine autofl: compound autofluorescence in rhodamine spectral region. Rhodamine-region fluorescence, 547/598 nm, Tris buffer; hits give high values. max dye-equivalent concentration, M. 59,000 compounds, 0.05% hits. AID 594; in the data active means max dye-equivalent concentration above about 11 nM; inconclusive means between about 1.1 nM and that limit
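Read-out is relative fluorescence at 547 nm excitation and 598 nm emission, expressed as dye-equivalent concentration using rhodamine standards on every plate. Each compound was profiled across a concentration series after 15 min in 100 mM Tris, pH 8.0.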
Casp7 inh: blocks human caspase-7 allosterically or competitively; P55210; recombinant caspase-7, Ac-DEVD-AFC fluorescence rate; Potency, µM (highest dose often 57.5 µM), for inactives: top-dose activity change, negative = inhibition, usual class: inhibitors; 75,000 compounds, 0.02% hits; AID 889; active means well fitted inhibition curve with a large enough effect in the main read-out, with a control signal flat, not every such curve was filed as active; inconclusive means small, poorly fitted or top-dose-only effect, or a change in a side signal; further: potency means the concentration at half of the fitted maximal effect; % of control where 0% means no effect
* hit, by the source's call; i = inactive; u = inconclusive; x = no result given; & = joins results of further samples; [ ] = dose if it differs, or a comment. Unless noted, the call rests on the fitted dose curve; in most records, active means well fitted curve in the direction sought with a large enough effect; inconclusive means small, poorly fitted or top-dose-only effect, or another doubt; inactive means no such curve, though single readings can be large; an effect the other way counts as inactive or inconclusive. The list is partial; rates above refer to the full screens.

Fields – 4-MU autofl, A350 fluor, USP2a inhib, BRCT inh green, BRCT PPI red, Fluorescein autfl, HEK293 cAMP cs, Caspase-1 inhib, Texas Red fluor, Rhodamine autofl, Casp7 inh
CCC(=O)Nc1ccc(-c2nnc(SCC(=O)NCC3CCCO3)n2C)cc1 (stereo unspecified)
    i, i, x, x, x, i, x, x, i, i, x
COC1=C(OC)C(=O)C(C/C=C(\C)CC/C=C(\C)CC/C=C(\C)CC/C=C(/C)CC/C=C(\C)CC/C=C(\C)CC/C=C(\C)CC/C=C(\C)CC/C=C(\C)CCC=C(C)C)=C(C)C1=O
    x, x, -3.0%, 1.2%[3.08 µM], -0.4%, x, x, 2.8%, x, x, -0.7%
CC(C)(C)OC(=O)N1CCC[C@H]1c1nnc(SCc2ccccc2Cl)o1
    i, i, -2.7%, -0.3%, -0.9%, i, 25.4%, -2.4%, u, i, -1.4%
Cc1ccc(N(CC(O)CN2CCCC2)S(=O)(=O)c2ccccc2)cc1 (stereo unspecified)
    x, x, 26.6%[7.66 µM], 1.6%, -1.4%, x, 9.4%[11.4 µM], 0.0%, x, x, -0.1%
c1cc2nnnn2nc1N1CCCCC1
    i, i, 5.1%, -4.5%, -0.2%, i, 3.2%, 1.8%, u, i, 1.0%
Cc1cc(C)c2c(N=CN(C)C)c(C(=O)N3CCN(c4ncccn4)CC3)sc2n1
    u, u, 10.0%, -0.1%, -0.9%, u, -4.6%, -1.0%, i, i, -2.6%
COCc1cc(C)nc(N2CCc3ccccc32)c1C#N
    3.31e-08M*, 3.6e-08M*, 6.5%, -1.1%, -0.2%, u, 17.1%, -8.2%, i, i, -14.2%
COc1cc2c(CCNC(C)=O)c[nH]c2cc1Cl
    i, i, 0.5%, -2.0%, 1.3%, u, -3.9%&-1.5%, -2.2%, i, i, 3.0%
CC1(C)CC(=O)C2=C(C1)Oc1nc3ccccc3cc1C2C(C#N)C#N (stereo unspecified)
    i, u, x, x, x, i, x, x, i, i, x
O=C(N1CCOCC1)N1CCCC(c2nc(-c3cccs3)no2)C1 (stereo unspecified)
    i, i, 24.0%, -2.4%, -0.6%, i, 2.7%, -0.3%, u, i, 0.4%
Cn1c(=O)c2c(-c3ccccc3)n(-n3cnnc3)cc2n(C)c1=O
    i, u, -12.0%, -1.4%, -0.9%, i, 5.9%, -7.7%, i, i, -4.6%
O=S(=O)(NCCCCCNS(=O)(=O)c1ccc(F)cc1)c1ccc(F)cc1
    i, i, -2.4%, -0.3%, 0.7%, u, 2.6%, -2.4%, i, i, -1.5%
CCOC(=O)c1c(NC(=O)c2noc3c2CCCC3)sc(C)c1C
    3.07e-08M*, 4.77e-08M*, 7.1%, -1.6%, -0.2%, i, 16.2%, 2.3%, u, i, -1.3%
COc1ccc(N2CCN(CCNC(=O)c3nnc(Cc4c(F)cccc4Cl)o3)CC2)cc1
    u, u, 15.6%, -2.5%, -2.4%, i, 21.5%, -1.4%, i, i, -0.2%
CCOC(=O)C1=C(CSc2nc3c(cc2C#N)CN(C)CC3)OC(N)=C(C#N)C1c1ccccc1 (stereo unspecified)
    4.71e-08M*, 5.54e-08M*, x, x, x, 3.37e-08M*, x, x, i, i, x
O=C(Nc1ccccn1)[C@@H]1CCC(=O)N1C(=O)OCc1ccccc1
    i, i, 5.5%, -2.8%, 0.2%, i, 1.3%, -0.3%, u, i, -1.8%
C(=N/Nc1nnc2c(n1)[nH]c1ccccc12)/c1cccnc1
    i, i, x, -0.3%[15.4 µM], -0.9%[15.4 µM], i, -0.1%[11.4 µM], -1.3%[11.5 µM], i, i, -1.5%[11.5 µM]
CCCn1c(SCC(=O)NC(=O)Nc2ccc(C)cc2C)n[nH]c1=O
    i, i, -11.7%, -0.3%, 0.8%, u, -5.9%, 2.5%, i, i, -1.4%
NCCSCCC(=O)O
    i, i, x, -1.4%[15.4 µM], -0.7%[15.4 µM], i, 9.6%[11.4 µM], 1.3%[11.5 µM], i, i, 1.0%[11.5 µM]
COc1cc(S(=O)(=O)N2CCN3CCCC3C2)ccc1-n1cnnn1 (stereo unspecified)
    i, i, 4.0%, 0.0%, -1.1%, u, 4.8%, -0.1%, i, i, -1.3%
O=C(CCn1c(=O)oc2ccccc21)N1CCc2ccccc21
    i, i, -7.4%, -1.0%, -1.4%, i, -5.2%, 2.1%, u, i, 1.1%
Cc1cc(N2C(=O)C3CC=CCC3C2=O)cc(C)c1Br (stereo unspecified)
    x, x, 0.3%, -0.7%, -0.7%, x, 5.6%, -0.3%, x, x, -0.7%
Cc1cc2cc(CN3C(=O)c4ccccc4C3=O)ccc2[nH]1
    i, i, 12.7%, -1.3%, 2.0%, i, 10.6%, -4.2%, i, i, -0.3%
COCC(=O)Nc1ccc(Nc2ccccc2)cc1
    i, i, 23.4%, -0.6%, -2.3%, u, -4.0%, 1.5%, i, i, -2.1%
Clc1ccc(-c2nn3c(Cn4cnc5ccccc54)nnc3s2)c(Cl)c1
    1.76e-07M*, 1.76e-07M*, 41.9%[activator], 0.9%, 1.4%, u, u, -3.0%, i, i, -3.3%
CC(=O)O[C@H]1C(=O)[C@]2(C)[C@H]([C@H](OC(=O)c3ccccc3)[C@@]3(O)C[C@H](OC(=O)[C@@H](O)[C@@H](NC(=O)c4ccccc4)c4ccccc4)C(C)=C1C3(C)C)[C@]1(OC(C)=O)CO[C@@H]1C[C@@H]2O
    i, i, x, x, x, i, 1.0%, x, i, i, x
Cn1c(=O)c2c(nc(CN3CCOCC3)n2CCCO)n(C)c1=O
    i, i, -3.9%, -1.4%, -0.2%, u, -1.0%, 0.0%, i, i, 1.3%
CC(=O)ON(C(C)=O)S(=O)(=O)c1ccc(Cl)cc1
    x, x, x, -0.2%, -0.7%, x, 24.7%, -3.2%, x, x, 1.7%
Cc1cc(C(C)(C)C)cc(S(=O)(=O)NCCO)c1C
    i, i, 2.6%, -1.1%, -0.1%, i, 4.4%, -0.2%, i, i, 0.5%
CC(=O)CC(=O)Nc1ccccc1NC(C)=O
    x, x, -2.1%, -1.5%, -0.8%, x, -6.8%, -0.1%, x, x, -6.8%
Cn1c(=O)cnc2cnc(Oc3ccccc3)nc21
    i, u, 12.2%, -3.0%, -0.6%, i, 0.6%, -1.3%, u, i, -0.2%
CSC1=C(C#N)C(c2ccc(Cl)cc2)C2=C(CC(C)(C)CC2=O)N1 (stereo unspecified)
    x, x, 16.8%[7.66 µM], 2.0%, -1.5%, x, 10.9%[11.4 µM], u, x, x, -20.6%
COC(=O)COc1ccc(S(=O)(=O)NCc2ccncc2)cc1
    i, i, -5.2%, -1.3%, -1.5%, i, 6.6%, 2.1%, i, i, 0.5%
Cc1ccc(/C(O)=C2\C(=O)C(=O)N(CCCN(C)C)C2c2ccccn2)cc1 (stereo unspecified)
    i, i, -7.5%, -2.4%, 0.8%, i, 1.4%, -3.2%, i, i, -3.3%
COC(=O)c1ccc(C2C(C(=O)Nc3ccc(C)cc3C)=C(C)Nc3ncnn32)cc1 (stereo unspecified)
    x, x, x, -1.4%, -1.2%, x, -2.4%, 0.1%, x, x, 1.1%
O=C(COC(=O)c1ccc(N2CCCC2=O)cc1)NCc1ccco1
    i, i, -2.8%, -0.6%, 0.5%, i, 7.4%, -0.3%, i, i, -0.3%
C/C(N)=C(/C#N)C(=O)COC(=O)c1cc(C)n(-c2ccc(F)cc2)c1C
    i, i, 27.2%, 1.6%, -0.3%, u, 7.0%, -1.2%, i, i, -1.1%
CCOc1ccc(N2CC(C(=O)NCc3cccc(C)c3)CC2=O)cc1 (stereo unspecified)
    i, i, 6.3%, -0.6%, -0.2%, i, 12.1%, 1.7%, u, i, -0.3%
C1=C(CCNc2ncnc3nc[nH]c23)CCCC1
    x, x, x, -2.3%, 1.0%, x, -1.4%, -3.4%, x, x, -2.9%
CN1CCN(c2oc(-c3ccco3)nc2S(=O)(=O)c2ccccc2)CC1
    i, i, 4.0%, -0.8%, 1.2%, i, 4.8%, -2.0%, i, i, -1.3%
COC(=O)c1nc(-c2ccccc2)oc1N(C)C
    1.29e-07M*, 1.12e-07M*, -2.7%, -1.0%, -0.7%, i, 0.5%, -1.8%, u, i, -1.7%
Cn1c(SCC(=O)NCc2cccs2)nnc1-c1ccc(S(=O)(=O)N2CCCC2)cc1
    i, i, x, -0.5%, -2.5%, u, 4.2%, -1.0%, i, i, 1.5%
O=c1cc(CSc2nc3cc(Cl)ccc3o2)nc2sccn12
    i, i, 1.5%, -2.9%, 0.1%, u, 3.8%, -0.2%, u, i, -1.7%
CCN(CC(=O)NCc1ccc(F)cc1)Cc1nc2ccccc2c(=O)[nH]1
    u, u, 6.3%, -1.2%, -0.2%, i, 13.9%, -1.0%, u, i, -1.1%

Screening data deposited in PubChem BioAssay by National Center for Advancing Translational Sciences (NCATS).
